# Source: PubChem BioAssay (several laboratories)
# Wee1 stabilizer = Wee1 degradation inhibitors, primary screen, cell-based, HeLa, Wee1K328M-luciferase, luminescence; Wee1-like protein kinase (Homo sapiens), P30291; HeLa Luc-Wee1K328M stability; 100% = proteasome inhibitor MG132 effect; reporter increase, % at 5 µM; hit rate 1.2% among 220,000; AID 1321, 2008;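 active = activation above the mean of all tested compounds plus 3 SD, set per screening run, cut at about 8.8% in these data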;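 note: cells exposed to compound for 20 h before luminescence read; 0% = DMSO alone and 100% = MG132 at 30 µM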
# FXIIa inh 1536 = human FXIIa protease inhibitors, primary screen, biochemical, 1536-well. hit rate 0.3% among 220,000. inhibition, % at 5 µM. AID 800, 2007. Coagulation factor XII (Homo sapiens), P00748. purified FXIIa, Boc-QGR-AMC fluorogenic substrate, 2 h; in the data active = inhibition above about 40%;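 note: 0% = enzyme with no compound and 100% = blank without enzyme; many of its hits are not listed in these tables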
# FXIa inh = human FXIa protease inhibitors, primary screen, biochemical, 1536-well; Coagulation factor XI (Homo sapiens), P03951; purified FXIa, Boc-Glu-Ala-Arg-AMC fluorogenic substrate; inhibition, % at 5 µM; hit rate 0.14% among 220,000;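 active = inhibition of at least 40%; inactive = inhibition below 40%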;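 note: fluorescence of freed AMC excited at 355 nm; 0% = enzyme without compound and 100% = no enzyme blank; many of its hits are not listed in these tables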
# Target sequence (P03951 19-387 limits assumed): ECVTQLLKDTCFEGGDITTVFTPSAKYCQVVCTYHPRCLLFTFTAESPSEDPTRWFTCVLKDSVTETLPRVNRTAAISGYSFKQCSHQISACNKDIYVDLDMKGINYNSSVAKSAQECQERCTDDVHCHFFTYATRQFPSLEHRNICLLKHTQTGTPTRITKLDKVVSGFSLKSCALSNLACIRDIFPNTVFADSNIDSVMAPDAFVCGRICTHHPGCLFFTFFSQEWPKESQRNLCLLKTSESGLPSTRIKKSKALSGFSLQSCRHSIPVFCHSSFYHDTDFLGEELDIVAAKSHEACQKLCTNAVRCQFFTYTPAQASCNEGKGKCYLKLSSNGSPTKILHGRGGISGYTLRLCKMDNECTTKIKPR
# Target sequence (P03951 388-625 limits assumed): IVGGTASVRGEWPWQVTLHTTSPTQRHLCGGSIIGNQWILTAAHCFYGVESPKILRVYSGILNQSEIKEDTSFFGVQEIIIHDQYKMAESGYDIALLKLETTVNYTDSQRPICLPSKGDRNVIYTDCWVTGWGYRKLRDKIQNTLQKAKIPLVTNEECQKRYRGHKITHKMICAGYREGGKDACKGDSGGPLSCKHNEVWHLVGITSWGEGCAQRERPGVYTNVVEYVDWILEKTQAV
# Runt-CBFb FRET = inhibitors of RUNX1 Runt–CBFb binding, primary screen, biochemical, FRET, Cerulean-Runt, Venus-CBFb, uHTS | Cerulean-Runt/Venus-CBFb FRET ratio 530/480, 1 h | inhibition, % at 20 µM | hit rate 0.46% among 220,000;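 active = inhibition over about 50% at 20 µM in the single-dose screen, limit read from the data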;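 note: 0% = DMSO wells and 100% = excess unlabeled CBFb competitor control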
#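 Reagent – Venus-CBFb binding partner, 100 nM · Assay system – Cerulean-tagged RUNX1 Runt domain (FRET donor) fusion protein · Input – 100 nM per protein · Incubation – two 1 h room-temperature incubations shielded from light · Measured by – FRET fluorescence · Medium – Tris buffer pH 7.5 with salts and BSA · Benchmarks – unlabeled CBFb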
# Runt-SMMHC FRET = inhibitors of RUNX1 Runt–CBFb-SMMHC binding, primary screen, biochemical, FRET, Cerulean-Runt, Venus-CBFb-SMMHC, uHTS. Cerulean-Runt/Venus-CBFb-SMMHC FRET ratio 530/480, 1 h. inhibition, % at 20 µM. hit rate 0.74% among 220,000;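 active = mean inhibition across duplicate retests at 20 µM reaching about 50%, limit read from the data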;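 note: 0% = DMSO wells and 100% = wells with excess untagged CBFb-SMMHC; inhibitors lower the FRET ratio by blocking Runt binding to CBFb-SMMHC; some results filed as inactive read as strong as hits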
# 14-3-3 Bad inh = inhibitors of 14-3-3 zeta/Bad binding, primary screen, biochemical, TR-FRET, bovine 14-3-3 zeta. hit rate 0.71% among 220,000. 14-3-3 protein zeta/delta (Bos taurus), P63103. TR-FRET 14-3-3zeta/Dy647-pBad peptide displacement, 1 h. inhibition, % at 21.7 µM;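 active = inhibition above about 70%, limit read from the data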;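 note: 0% = full 14-3-3 plus peptide FRET controls and 100% = background without 14-3-3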
# Target sequence (P63103 whole entry, looked up): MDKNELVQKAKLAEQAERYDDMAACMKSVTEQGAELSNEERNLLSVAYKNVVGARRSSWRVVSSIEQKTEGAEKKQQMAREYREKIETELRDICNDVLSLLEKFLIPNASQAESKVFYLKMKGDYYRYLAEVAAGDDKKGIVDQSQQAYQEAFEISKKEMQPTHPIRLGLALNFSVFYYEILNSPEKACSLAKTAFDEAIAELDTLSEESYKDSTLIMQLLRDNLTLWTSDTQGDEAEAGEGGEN
# KLK5 inh = human KLK5 protease inhibitors, primary screen, biochemical, 1536-well; Kallikrein-5 (Homo sapiens), Q9Y337; recombinant hK5, fluorogenic AMC substrate cleavage; inhibition, % at 5 µM; hit rate 0.59% among 210,000; AID 873, 2007;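 active = inhibition of 40% or more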;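 note: 0% = enzyme controls without compound and 100% = no-enzyme blanks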
# Target sequence (Q9Y337 67-293 limits assumed): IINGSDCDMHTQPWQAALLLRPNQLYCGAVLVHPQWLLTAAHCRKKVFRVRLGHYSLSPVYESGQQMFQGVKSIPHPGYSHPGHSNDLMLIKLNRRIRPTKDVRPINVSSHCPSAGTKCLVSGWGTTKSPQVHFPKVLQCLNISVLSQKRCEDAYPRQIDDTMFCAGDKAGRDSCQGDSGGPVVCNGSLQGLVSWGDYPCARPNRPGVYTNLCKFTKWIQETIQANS
# thrombin 1536 = human alpha-thrombin inhibitors, primary screen, counter-screen for coagulation protease inhibitor project, biochemical, 1536-well, fluorogenic AMC substrate; hit rate 0.26% among 220,000; inhibition, % at 5 µM; AID 1046, 2008; Boc-VPR-AMC fluorogenic substrate cleavage;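 active = inhibition at or above 40%; inactive = inhibition below 40%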;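 note: 0% = enzyme with no compound and 100% = wells without enzyme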
#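 Test system: human alpha-thrombin protein / Dosing: one concentration per compound, 5 µM, with 0.2% DMSO / Medium: pH 7.5 Tris-saline with Tween 20 / Benchmarks: no-compound enzyme wells and no-enzyme blanks / Read-out basis: percent inhibition of thrombin substrate cleavage / Timing: reaction at room temperature / Measured by: fluorescence, ex 355 nm, em 460 nm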
# Hck Nef HTS = inhibitors of Nef-activated human Hck kinase, primary screen, biochemical, Z-Lyte FRET, 384-well, Hck-YEEI. Tyrosine-protein kinase HCK (Homo sapiens), P08631. inhibition, % at 20 µM. Recombinant Hck-YEEI plus Nef, Z-Lyte FRET kinase assay. hit rate 0.68% among 220,000;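 active = Hck-Nef kinase inhibition above about 50%, limit read from the data; inactive = inhibition below that limit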;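 note: 0% = DMSO with Hck plus Nef and 100% = Hck alone without Nef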
# * = called active by the depositor; / = no result given; [ ] = dose if it differs, or a comment.
SMILES,Wee1 stabilizer,FXIIa inh 1536,FXIa inh,Runt-CBFb FRET,Runt-SMMHC FRET,14-3-3 Bad inh,KLK5 inh,thrombin 1536,Hck Nef HTS
CCc1cccc(CC)c1-n1c(SCn2nnc3ccccc3c2=O)nnc1-c1cccnc1,1,20,3,2,-4,-4,-3,1,4
Cc1ccc(C)c(S(=O)(=O)N/N=C/c2ccc(F)cc2)c1,2,2,-4,-2,-1,-11,-2,7,23
CCN(CC)CCN1C(=O)C(=O)/C(=C(/O)c2c(C)[nH]c(C(=O)OC)c2C)C1c1cccnc1 (stereo not given),-2,9,3,0,-3,-2,-4,0,1
O=C(NCc1ccccn1)c1ccc(=O)oc1,3,20,2,1,4,-12[fluorescence artefact?],-21,-1,0
FC(F)(F)c1cccc(NC(=S)Nc2ccc(Cl)c(Cl)c2)c1,2,0,-15,4,-5,-4,-2,-4,6
CSCCC(NC(=O)c1ccccc1)C(=O)Nc1ccc(NC(C)=O)cc1 (stereo not given),1,14,4,0,-3,-22[fluorescence artefact?],-24,-2,2
COc1ccc(Cl)cc1C(=O)Nc1ccc(NC(=O)c2ccco2)cc1,2,16,3,0,1,-6,0,2,2
Fc1ccc(-c2nnc3ccc(N4CCCC4)nn23)cc1,0,0,-4,-1,0,9,17,-7,-1
Cc1cc(Sc2nnc(/N=C/N(C)C)s2)c2ccccc2n1,5,7,14,2,1,0,5,3,9
O=C(c1ccccc1Cl)N(Cc1ccc(Br)cc1)N1C(=O)CCC1=O,-4,7,-6,0,0,-4,-4,5,12
Cc1cc2occ(CC(=O)Nc3nccs3)c2cc1C(C)C,-2,13,5,0,1,0,-8,-1,2
COC(=O)c1ccc(C23CC4(C2)[C@H](CN(C)[C@@H]4c2ccccc2)C3c2ccccc2)cc1 (stereo not given in full),/,9,-1,0,2,0,-2,1,14
COc1ccc(OCC(=O)N/N=C2\CCCCc3ccccc32)cc1,1,8,3,-1,-3,-3,1,-1,8
Cc1[nH]nc(N=CC2=C(O)CC(c3ccco3)CC2=O)c1-c1ccccc1 (stereo not given),0,3,0,-18,-40,10,-27,-4,1
Cc1cc2c(s1)CCCCC(=O)N2,2,13,6,0,1,1,25,2,0
Cc1cccc(NC(=O)CN2C(=O)N/C(=C/c3cc(C)n(-c4cccnc4)c3C)C2=O)c1,-4,-1,4,/,-8,8,-21,2,22
COC(=O)c1c(N2C(=O)CC(Sc3ccccc3C(=O)O)C2=O)sc(C)c1C (stereo not given),0,3,-3,28,20,1,-1,-11,-14
Cn1c(NNC(=O)c2cccc3ccccc23)cc(=O)n(C)c1=O,2,2,-5,49,93*,1,1,-4,6
COCC(=O)N(Cc1cc2ccccc2[nH]c1=O)c1ccc(OC)cc1,0,9,-2,-2,1,-6,-5,3,-1
O=C(c1cccc(S(=O)(=O)N2CCc3ccccc3C2)c1)N1CCN(c2ccc(O)cc2)CC1,3,11,25,11,32,-5,7,-9,10
O=C(NC1(C(F)(F)F)NC(=O)N(Cc2cccnc2)C1=O)c1ccccc1Cl (stereo not given),7,-2,-9,/,2,-1,28,-7,0
O=C(NCc1cccs1)C1CCN(c2ccc(S(=O)(=O)N3CCOCC3)cc2Cl)CC1,4,3,-6,-1,-1,4,0,-6,-1
Cn1c(=O)c2c(nc(CN3CCc4ccccc4C3)n2Cc2ccc(Cl)cc2)n(C)c1=O,-3,11,-4,-2,2,2,-9,-1,1
COc1ccc(OC)c(C2C=C(c3ccc(C)c(C)c3)Nc3nnnn32)c1 (stereo not given),/,1,-4,6,6,-4,-15,3,/
CN(c1ccccc1)S(=O)(=O)c1ccc(Cl)c(C(=O)NC2=NCCS2)c1,-4,6,-3,-2,-4,-9,-10,4,15
NC(=O)CC(NC(=O)Cc1cccc2ccccc12)c1ccc(NCc2ccccc2)c([N+](=O)[O-])c1 (stereo not given),/,10,5,-5,-3,6,5,1,49
CCN1CCN(C(=O)c2ccc3c(=O)n(C4CCCC4)c(=S)[nH]c3c2)CC1,-1,0,-4,0,-1,-4,-32,0,1
COc1cccc(S(=O)(=O)NCc2ccc(C(=O)Nc3cccc(Cl)c3)cc2)c1,-1,12,-10,1,-4,-8,-21,3,31
CN(C)S(=O)(=O)c1cccc(N=C2NN=C(c3ccccc3)CS2)c1,-3,11,-1,11,0,4[fluorescence artefact?],-6,-9,0
Cc1ccc(SCc2cc(=O)c3c(=O)n(-c4ccccc4)[nH]c3[nH]2)cc1,-1,2,-3,-1,-19,26,1,4,25
COc1cc(CNCCc2c[nH]c3ccccc23)cc(Cl)c1OCC(N)=O,1,8,-4,0,0,-5,-2,-5,23
CCN(CC)S(=O)(=O)c1ccc(C(=O)N(c2ccc(C)cc2)C2C=CS(=O)(=O)C2)cc1 (stereo not given),-2,14,3,-2,0,-7,6,2,-2
CCCc1nnc(NC(=O)CC(=O)Nc2ccccc2C(=O)O)s1,1,9,-1,1,-4,34,0,0,2
O=C(CCS(=O)(=O)c1ccccc1Cl)NCc1ccc(F)cc1,1,3,3,6,1,2,13,-5,-1
COc1cc(OC)cc(C(=O)N/N=C2/SCC(=O)N2Cc2ccco2)c1,-3,0,3,-2,0,-2,-2,0,27
CC(=O)Nc1ccc(S(=O)(=O)N[C@H](C(=O)O)C(C)C)cc1,0,20,6,0,-2,0,2,2,-1
COC(=O)c1sc(-c2ccccc2)cc1NC(=O)c1cc(OC)cc(OC)c1,-3,5,-7,0,-3,-2,-11,-2,2
CCn1cc(/C=N/NC(=O)COc2cccc3cccnc23)c2ccccc21,4,11,6,-4,1,80*[fluorescence artefact?],-13,-6,26
S=C(Nc1ccc(Cl)cc1)N1CCN(Cc2ccccc2)CC1,-3,8,-2,/,/,-12,6,-7,17
COc1ccc2c(c1)CCc1c(C(=O)NC3CCCCC3)noc1-2,3,5,-10,0,0,-7,-16,12,-11

# Taken from above:
# Runt-SMMHC FRET, COc1ccc(OC)c(C2C=C(c3ccc(C)c(C)c3)Nc3nnnn32)c1 (stereo not given) → 6
# Runt-SMMHC FRET, CCn1cc(/C=N/NC(=O)COc2cccc3cccnc23)c2ccccc21 → 1
# thrombin 1536, NC(=O)CC(NC(=O)Cc1cccc2ccccc12)c1ccc(NCc2ccccc2)c([N+](=O)[O-])c1 (stereo not given) → 1

# Two neighbouring entries from above, quoted:
SMILES,Wee1 stabilizer,FXIIa inh 1536,FXIa inh,Runt-CBFb FRET,Runt-SMMHC FRET,14-3-3 Bad inh,KLK5 inh,thrombin 1536,Hck Nef HTS
COc1cccc(S(=O)(=O)NCc2ccc(C(=O)Nc3cccc(Cl)c3)cc2)c1,-1,12,-10,1,-4,-8,-21,3,31
CN(C)S(=O)(=O)c1cccc(N=C2NN=C(c3ccccc3)CS2)c1,-3,11,-1,11,0,4[fluorescence artefact?],-6,-9,0

# The list goes on.
SMILES,Wee1 stabilizer,FXIIa inh 1536,FXIa inh,Runt-CBFb FRET,Runt-SMMHC FRET,14-3-3 Bad inh,KLK5 inh,thrombin 1536,Hck Nef HTS
Cc1csc(NC(=O)CSc2ccc(-c3ccccn3)nn2)n1,-2,9,1,2,2,3,-3,-6,6
O=C(Nc1ccc(Cl)cc1Cl)N1CCN(c2ncccn2)CC1,-1,5,-2,0,-1,3,-2,-11,24
N/C(=N\OC(=O)c1ccc(Cl)cc1)c1[nH]ncc1Br,0,2,-4,4,-3,-2,-1,-10,13
O=C(NCCN1C(=O)S/C(=C\c2ccccc2F)C1=O)C1CCCN1C(=O)c1cccs1 (stereo not given),0,13,4,2,0,-4,2,-12,-1
Cc1cc2ncc(Cl)nc2cc1C,-2,14,7,0,-1,-9[fluorescence artefact?],-4,3,-27
COc1cccc(NC(=O)c2ncc(Cl)c(Cl)c2Cl)c1,2,1,-3,-2,2,-5,-1,-5,-1
COc1ccc(-c2ccc(C(C)=O)cc2)cc1[C@H]1[C@H]2C=CC[C@@H](C)[C@@H]2C(=O)N1Cc1ccccc1,/,4,-1,1,4,5,-1,-5,21
COc1ccc(/C=C(\C#N)C(=O)Nc2cc(C)c(Cl)cc2OC)cc1O,0,9,-1,-48,-118,64,2,-3,44
CCOC(=O)CSCc1cn2cc(Cl)ccc2n1,0,-6,-2,0,1,-17[fluorescence artefact?],-32,-8,5
CC1(C)N=C(N)N=C(N)N1c1ccc(OCCCOc2ccccc2)c(Cl)c1,-3,6,-4,0,4,-1,5,-1,10
CCCCCNC(=O)c1ccc2c(=O)n(CCCN3CCCC3=O)c(=S)[nH]c2c1,6,1,-5,2,-8,-4,-4,3,8
CC1(C)CC2CC(C)(CN2S(=O)(=O)c2ccc(C(=O)Nc3ccc(S(=O)(=O)N4CCOCC4)cc3)cc2)C1 (stereo not given),-3,-1,-4,-6,-1,-5[fluorescence artefact?],-17,-10,3
CCOC(=O)/C(C#N)=C/C=C1/C=CC=CN1C,5,9,15,-8,-15,-7,8,5,-13
COc1ccc(Cn2c(C(C)C)nc3sc4ccccc4c(=O)c3c2=O)cc1,-1,10,1,-1,0,10,1,-4,13
CCOC(=O)C1C(=O)CC(=O)CC1CC(C)SCC (stereo not given),0,17,4,-2,3,4[fluorescence artefact?],-12,-1,1
CCN(CC)CCCNC(=O)CSc1nc(-c2cccs2)cc(C(F)(F)F)n1,3,9,-5,-1,2,-9,8,-3,23
Cc1ccc(CNC(=O)c2cc3c(=O)n(C)c4ccccc4c3n2C)o1,-3,15,3,-7,-1,4[fluorescence artefact?],2,-2,0
O=c1cc(CS(=O)(=O)c2ccccc2)nc(-c2ccncc2)[nH]1,-1,7,-2,1,5,-11,0,-9,21
NC1=NC2=C(CCCC2)C2(CCCCC2)S1,-1,20,6,2,-3,-3,7,3,0
CCCc1nc2c(c(=O)c3ccccc3n2C)c(=O)n1-c1cc(C)cc(C)c1,5,3,-2,-2,2,-1,-4,1,6
COc1ccc(C(=O)CSc2nnc(-c3ccco3)n2CC2CCCO2)cc1 (stereo not given),3,19,17,3,-1,3,1,2,2
O=C(NC1CCCC1)C1CCCN1C(=O)Oc1ccccc1 (stereo not given),-3,9,0,-1,-1,-6,-16,6,0
CCn1c2ccc(F)cc2c2nnc(NN)nc21,-1,8,4,1,1,4,-10,0,5
COC(=O)/C=C1/S/C(=N/N=C/c2ccco2)NC1=O,1,11,8,-2,-10,-18,4,1,14
COc1ccc(CCCc2nnc(SCc3nc4ccccc4c(=O)[nH]3)n2C)c(C)c1,0,14,5,3,0,1,3,0,5
Cc1n[nH]c(C)c1N1C(=O)c2cccc3cc(Br)cc(c23)C1=O,-3,14,2,3,1,7,-3,1,0
